Anesthetic bind – candidate novel general anesthetic via apoferritin binding. actives 0.074% (n = 350,000). AID 485281. Potency, µM (titrated, usually from 77.5 µM), without a hit: at the highest dose activity change, negative = displacement, most hits filed as inhibitors. P02791. apoferritin/1-aminoanthracene competitive binding, fluorescence; note: potency is the fitted concentration of half-maximal effect; nearly all actives have a fitted effect of over 20% in size
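In PBS, apoferritin at 10 uM is loaded with 1-AMA from a 50% saturated solution. After 10 min of compound exposure at ambient temperature, reduced 535 nm fluorescence indicates probe displacement.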
LDHA inh – inhibitors of human lactate dehydrogenase A. P00338. purified LDHA, NADH/diaphorase-resazurin fluorescence; hits give low values. activity change, % (values are at about 110 or 230 µM). actives 0.15% (n = 480,000); in the data active = activity change below about -30%; inconclusive = mostly about -25% to -30%;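 note: plate controls were DMSO wells for no effect and wells without enzyme for full effect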
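Remaining NADH was detected by diaphorase (0.133 mg/mL) converting 37 µM resazurin to fluorescent resorufin, read at 0 and 20 minutes. The preceding 5-minute room-temperature reaction used 2 nM LDHA, 0.2 mM sodium pyruvate and 0.06 mM NADH at pH 7.4.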
Pol eta inh – blocks human DNA polymerase eta activity; Q9Y253; Potency, µM (series often up to 114 µM), for the others: at the top dose activity change, negative = inhibition, usual class: inhibitors; AID 588591; recombinant Pol eta, fluorescent DNA replication assay; actives 1.2% (n = 390,000); note: potency is the fitted concentration of half-maximal effect
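Fluorescent replication assay: 50 nM final substrate added after a 15 min room-temperature compound preincubation with 10 nM enzyme. Signal taken at 0 min and again at 10 min.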
POLK inh – DNA polymerase kappa (human) inhibition. actives 0.53% (n = 400,000). purified Pol kappa, fluorescent DNA synthesis assay, 10 min. Q9UBT6. AID 588579. Potency, µM (highest dose often 107 µM), without a hit: top-dose activity, negative = inhibition, most hits filed as inhibitors; note: potency is the fitted concentration of half-maximal effect
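First, compounds were pin-transferred onto 10 nM Pol kappa. After 15 min at room temperature, substrate was added to 50 nM final. Fluorescence was then measured kinetically at 0 and 10 min.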
APE1 inh – blocks human APE1 abasic DNA cleavage; P27695; recombinant APE1, TAMRA/BHQ-2 abasic DNA cleavage fluorescence; Potency, µM (highest dose often 65.8 µM), for inactives: top-dose activity change, negative = inhibition, hits mostly inhibitors; actives 0.35% (n = 350,000); AID 2517;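 note: potency is the fitted concentration of half-maximal effect; plate controls were vehicle for no effect and reference inhibitor for full effect; nearly all actives have a fitted effect of over 55% in size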
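Activity was derived from the fluorescence gain between first and third kinetic reads (60 s intervals, ex 525/em 598 nm) after 50 nM THF-abasic TAMRA/BHQ-2 duplex was added to 0.75 nM APE1 preincubated 15 min with compound.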
ALOX12 inh – inhibitors of human 12S-lipoxygenase ALOX12; P18054; purified 12hLO, xylenol orange hydroperoxide absorbance; Potency, µM (top dose mostly 108 µM), for inactives: at the highest dose activity change, negative = inhibition, actives largely listed as inhibitors; actives 1.1% (n = 580,000); AID 1671190; note: potency is the fitted concentration of half-maximal effect
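Purified human 12hLO at 150 nM in 25 mM Hepes, 0.01% Triton X-100, pH 7.0, preincubated 15 min at room temperature with compound. Reaction started with 40 uM arachidonic acid, 30 min at room temperature. Hydroperoxide measured by Fe-xylenol orange, 573/405 nm absorbance ratio.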
Starred values were filed as active, the others as inactive; [ ] = remark or other dose. Unless noted, calls come from the whole dose curve; as a rule, active = well fitted curve in the direction sought with a large enough effect; inconclusive = small, poorly fitted or top-dose-only effect, or another doubt; inactive = no such curve, though single readings can be large; an effect the other way counts as inactive or inconclusive. Unless noted, % is set by controls: 0 for no effect and ±100 for the full control effect. The list is partial (hit frequency here may not be typical).

COc1ccc(/C=C2\C=Cc3ccccc32)cc1 was read as LDHA inh -2 and POLK inh 7%.
COc1cc2c(cc1OC)C(c1oc(-c3ccc(-c4cc(Cl)ccc4Cl)o3)cc1C)=NCC2 was read as LDHA inh -3 and POLK inh -6%.
Screening CNc1c(Br)cc(/C=C2\C=C(C(O)c3cc(Br)c(NC)c(Br)c3)c3ccccc32)cc1Br (configuration not stated) returned LDHA inh 1 and POLK inh 4%.
Screening CN(N=O)c1ccc2c(c1)Cc1ccccc1-2 returned LDHA inh 3 and POLK inh 6%.
For COc1cc2nc(Cl)nc(NC3CCN(Cc4ccccc4)CC3)c2cc1OC the results were LDHA inh 7 and POLK inh 0%.
COc1ccc(/C=C2\C=Cc3ccccc32)cc1OC was read as LDHA inh 2 and POLK inh -24%.
CC1(C)Nc2cccc3c(N=Nc4ccc(N=Nc5ccccc5)c5ccccc45)ccc(c23)N1 was read as LDHA inh -4 and POLK inh -21%.
`CC1CCCCN1C(=O)c1cnn2c1NC(=C1CC1)C=C2C(F)F` (configuration not stated) gave LDHA inh 0 and POLK inh -21%.
For Nc1ccc(/C=C2\C=Cc3ccccc32)cc1 the results were LDHA inh 2 and POLK inh -8%.
Screening c1cc2c(cc1Cc1cncc(Cc3ccc4c(c3)OCO4)c1)OCO2 returned LDHA inh -3 and POLK inh -3%.
For C[S+](C)CC(=O)c1ccc2ccccc2c1 the results were LDHA inh 1 and POLK inh -38%.
`CCOC(=O)N1CCN(/[N+]([O-])=N/Oc2ccc(C(F)(F)F)cc2[N+](=O)[O-])CC1` gave LDHA inh -1 and POLK inh 3%.
For CC1(C)CCc2cc(O)ccc2O1 the results were LDHA inh 8 and POLK inh 2%.
C[N+](C)(C)c1ccc(/C=C2\C=Cc3ccccc32)cc1 was read as LDHA inh -24 and POLK inh -2%.
For CN(c1ccc(/C=C/c2ccccc2)cc1)P1(=O)NCCCO1 (configuration not stated) the results were LDHA inh 2 and POLK inh -20%.
`C(=Nc1ccc2ccccc2n1)c1ccccn1` gave LDHA inh 10 and POLK inh 2%.
For Brc1ccc(C=C2C=c3ccccc3=C2)cc1 the results were LDHA inh 0 and POLK inh -34%.
O=C(C[N+]12CN3CN(CN(C3)C1)C2)c1ccc(-c2ccccc2)cc1 was read as LDHA inh -13 and POLK inh -15%.
Screening C(=C\c1ccnc2ccccc12)/c1ccc(-[n+]2cc[n+](-c3ccc(/C=C/c4ccnc5ccccc45)cc3)cc2)cc1 returned LDHA inh 2 and POLK inh -11%.
Screening COc1cc2c(cc1OC)C(=O)C(Br)CC2 (configuration not stated) returned LDHA inh 24 and Pol eta inh 20µM*.
C[C@@H]1CCCCO[C@@H](CN(C)CC2CC2)[C@@H](C)CN([C@H](C)CO)C(=O)c2cc(N(C)C)ccc2O1 was read as LDHA inh -7 and Pol eta inh -5%.
For O=C(O)c1ccc(-n2ncc(Cl)c(Cl)c2=O)cc1 the results were LDHA inh -10 and Pol eta inh 22µM*.
Screening COc1cc2c(cc1[N+](=O)[O-])-c1ccc([N+](=O)[O-])cc1C2=NNC(N)=S returned LDHA inh -1 and Pol eta inh 10µM*.
NC(=S)NN=C1CSSC1 was read as LDHA inh 2 and Pol eta inh -9%.
For COC(=O)C1=C(C(=O)OC)[C@@H]2N(Cc3ccccc3)c3ccccc3[C@@]23C[C@@H](C(=O)OC)N(S(=O)(=O)c2ccc(C(F)(F)F)cc2)C3=N1 the results were LDHA inh -4, POLK inh -4% and APE1 inh -4%[12.4 µM].
`C=CCN1CCc2c(cc(O)c(O)c2Cl)C(c2cccc(C)c2)C1` (configuration not stated) gave Anesthetic bind -19%, APE1 inh 0% and ALOX12 inh inconclusive.
Screening CCN(CC)CCCCC1CCN(CC(=O)N2c3ccccc3C(=O)Nc3cccnc32)CC1 returned Anesthetic bind 5%, APE1 inh 15% and ALOX12 inh 6%.
Screening C=CCNC(=O)c1cc([N+](=O)[O-])cc2c(=O)[nH]c(Nc3ccc(Cl)c(Cl)c3)nc12 returned Anesthetic bind -9%, APE1 inh 7.9µM* and ALOX12 inh 12%.
`CCOC(=O)NC[C@H](Cc1ccc(OCCc2nc(-c3ccccc3)oc2C)cc1)N/C(C)=C\C(=O)c1ccc(C(F)(F)F)cc1` gave Anesthetic bind 64%[activator], APE1 inh 0% and ALOX12 inh 0%.
For CCOC(=O)C1CSC(Cc2ccc(OCc3ccc([N+](=O)[O-])cc3)cc2)N1 (configuration not stated) the results were Anesthetic bind -14%, APE1 inh 1% and ALOX12 inh 170%[activator].
For C[C@H](Cn1cnc2c(N)ncnc21)OCP(=O)(O)O the results were POLK inh 5%[19.4 µM] and ALOX12 inh -2%[57.4 µM].
`CC(C(=O)O)c1ccc2c(c1)Cc1cccnc1O2` (configuration not stated) gave POLK inh -3%[19.4 µM] and ALOX12 inh -8%[22.9 µM].
`CN1c2cc(O)c(N=NC(N)=O)cc2CC1S(=O)(=O)O` (configuration not stated) gave POLK inh -3%[19.4 µM] and ALOX12 inh -15%[57.4 µM].
For O=c1[nH]c(=O)c2[nH]c(=O)[nH]c2[nH]1 the results were POLK inh 7%[19.4 µM] and ALOX12 inh -7%[22.9 µM].
Screening CS(=O)(=O)CCNCc1ccc(-c2ccc3ncnc(Nc4ccc(OCc5cccc(F)c5)c(Cl)c4)c3c2)o1 returned POLK inh 5%[19.4 µM] and ALOX12 inh inconclusive.
Screening Cc1ncc(CSSCc2cnc(C)c(O)c2CO)c(CO)c1O returned POLK inh -2%[60.1 µM] and ALOX12 inh inconclusive.
NC(=O)C(c1ccccc1)(c1ccccc1)[C@@H]1CCN(CCc2ccc3c(c2)CCO3)C1 was read as POLK inh -3%[19.4 µM] and ALOX12 inh -15%[22.9 µM].
Screening CCOCC(O)COc1ccc(NC(=O)CC[S+](C)C)cc1 (configuration not stated) returned POLK inh 5%[19.4 µM] and ALOX12 inh inconclusive.
CCOC(=O)O[C@]1(C(=O)OCCl)CC[C@@H]2[C@H]3CCC4=CC(=O)C=C[C@]4(C)[C@@H]3[C@@H](O)C[C@@]21C was read as POLK inh -2%[60.1 µM] and ALOX12 inh inconclusive.
CC(=O)Oc1cc(C)c(OC(C)=O)c2ccccc12 was read as POLK inh -3%[60.1 µM] and ALOX12 inh -3%.
`NCCO/C=C/[C@H](N)C(=O)O` gave POLK inh -10%[60.1 µM] and ALOX12 inh inconclusive.
`CS(=O)(=O)N1CCC2(CC1)CN(c1ccccn1)C2` gave POLK inh -5%[60.1 µM] and ALOX12 inh inconclusive.
CCOC(=O)C(C#N)=C(c1ccccc1)c1ccccc1 was read as POLK inh -2%[19.4 µM] and ALOX12 inh -6%[22.9 µM].
COc1cc2c(cc1OC)CC(=O)N(CCCN(C)C[C@H]1Cc3cc(OC)c(OC)cc31)CC2 was read as POLK inh 4%[19.4 µM] and ALOX12 inh -13%[57.4 µM].
Screening CCCC(=O)OC[C@@H](OC(=O)CCC)[C@@H](OC(=O)CCC)[C@H](Cn1c2nc(=O)[nH]c(=O)c-2nc2cc(C)c(C)cc21)OC(=O)CCC returned POLK inh -3%[19.4 µM] and ALOX12 inh inconclusive.
CCC1=C[C@@H]2CN(C1)Cc1c([nH]c3ccccc13)[C@@](C(=O)OC)(c1cc3c(cc1OC)N(C)[C@@H]1[C@@](O)(C(=O)OC)[C@H](OC(C)=O)[C@]4(CC)C=CCN5CC[C@]31[C@@H]54)C2 was read as POLK inh 4%[19.4 µM] and ALOX12 inh 4.3µM*.
`Clc1ccc(C(Cn2ccnc2)OCc2ccsc2Cl)c(Cl)c1` (configuration not stated) gave POLK inh -11%[19.4 µM] and ALOX12 inh inconclusive.
Screening Nc1ccn([C@@H]2O[C@H](CO)[C@H](O)C2(F)F)c(=O)n1 returned POLK inh -2%[19.4 µM] and ALOX12 inh -30%[57.4 µM].
CCCCN1CCCC1C(=O)Nc1c(C)cc(C)cc1C (configuration not stated) was read as POLK inh 3%[19.4 µM] and ALOX12 inh -8%[22.9 µM].
Nc1nc(-c2ccccc2)c(Br)c(=O)[nH]1 was read as POLK inh 6%[19.4 µM] and ALOX12 inh -1%[22.9 µM].
For O=P(O)(O)OC[C@H]1O[C@](O)(COP(=O)(O)O)[C@@H](O)[C@@H]1O the results were POLK inh 8%[19.4 µM] and ALOX12 inh 4%.
Screening CN1C(=O)CN2CCc3ccccc3C2c2cc(Cl)ccc21 (configuration not stated) returned POLK inh 5%[19.4 µM] and ALOX12 inh -4%.
CN(C)C=Nc1c(I)cc(I)c(CCC(=O)O)c1I was read as POLK inh 7%[19.4 µM] and ALOX12 inh inconclusive.
For O=NN(CCCl)C(=O)NC1CCCCC1 the results were POLK inh 0%[19.4 µM] and ALOX12 inh inconclusive.
Cc1noc(C)c1-c1ccc2ncnc(N3CCN(C)CC3)c2c1 was read as POLK inh 5%[60.1 µM], APE1 inh inconclusive and ALOX12 inh -25%.
For Cn1cccc1C(=O)N1CCC2(CCN(Cc3ccc(C#N)cc3)CC2)CC1 the results were POLK inh -3%[60.1 µM], APE1 inh 16% and ALOX12 inh inconclusive.
COc1cccc(Cn2c(=O)c(-c3cc(F)cc(F)c3)nc3cncnc32)c1 was read as POLK inh -4%[60.1 µM], APE1 inh -6% and ALOX12 inh -10%.
COC(=O)N1CCC2(CCCN(c3ncccn3)C2)CC1 was read as POLK inh 4%[60.1 µM], APE1 inh 2% and ALOX12 inh -6%[57.4 µM].
For c1cncc(CNc2ncncc2-c2ccoc2)c1 the results were POLK inh inconclusive, APE1 inh -2% and ALOX12 inh inconclusive.
CC(C)CN1CCC2(CC1)CCN(C(=O)c1cccn1C)CC2 was read as POLK inh -6%[60.1 µM], APE1 inh 1% and ALOX12 inh 0%[57.4 µM].

Structures shown so far that have bromine:
Screening CNc1c(Br)cc(/C=C2\C=C(C(O)c3cc(Br)c(NC)c(Br)c3)c3ccccc32)cc1Br (configuration not stated) returned LDHA inh 1 and POLK inh 4%.
For Brc1ccc(C=C2C=c3ccccc3=C2)cc1 the results were LDHA inh 0 and POLK inh -34%.
Screening COc1cc2c(cc1OC)C(=O)C(Br)CC2 (configuration not stated) returned LDHA inh 24 and Pol eta inh 20µM*.
Nc1nc(-c2ccccc2)c(Br)c(=O)[nH]1 was read as POLK inh 6%[19.4 µM] and ALOX12 inh -1%[22.9 µM].

Additional results
`CCNc1ncc2nc(-c3cc(F)cc(F)c3)c(=O)n(Cc3ccc(F)cc3)c2n1` gave POLK inh 2%[60.1 µM], APE1 inh 2% and ALOX12 inh 14%.
For CNc1ncncc1-c1ccccc1C the results were POLK inh -3%[60.1 µM], APE1 inh 3% and ALOX12 inh inconclusive.
Screening COc1ccc(-c2nc3cnc(OC)nc3n(C3CC3)c2=O)cc1 returned POLK inh -7%[60.1 µM], APE1 inh 1% and ALOX12 inh 316%[activator].
O=[N+]([O-])c1ccc(CSc2ncnc3c2ncn3C2OC(CO)C(O)C2O)cc1 (configuration not stated) was read as POLK inh 6%[19.4 µM], APE1 inh -4% and ALOX12 inh 3%.
